PLC-beta3 inh – PLC-beta3 (human) inhibition, primary screen | 370,000 compounds, 0.18% hits | inhibition, % at 12.2 µM | Purified PLC-beta3, fluorogenic substrate, fluorescence; in the data active = inhibition above about 11%;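 note: 0% = median of compound wells on plate and 100% = full blocker control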
DAX1 inh-1 – blocks DAX1 repression of SF-1 activated StAR promoter; HEK293T StAR-luciferase reporter, SF-1/DAX-1 repression relief; inhibition, % at 6.8 µM; 370,000 compounds, 1.1% hits; AID 652010;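 active = inhibition above the mean over all tested compounds plus 3 SD, cut at about 3.6% in these data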;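 note: 0% = DAX-1 cells with DMSO and 100% = cells lacking DAX-1 with DMSO; higher inhibition means more luminescence from relief of DAX-1 repression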
HGIII-sPLA2 inh – Blocks human group III sPLA2 activity; AID 743126; inhibition, % at 12.2 µM; Q9NZ20; 370,000 compounds, 0.56% hits; QFRET BODIPY PC-A2 liposome hydrolysis, fluorescence;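 active = inhibition above mean plus 3 SD of compounds lying within the high and low control bounds, cut at about 19% in these data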;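 note: 0% = median of test compound wells and 100% = no enzyme DMSO wells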
Target sequence (Q9NZ20 whole entry, looked up): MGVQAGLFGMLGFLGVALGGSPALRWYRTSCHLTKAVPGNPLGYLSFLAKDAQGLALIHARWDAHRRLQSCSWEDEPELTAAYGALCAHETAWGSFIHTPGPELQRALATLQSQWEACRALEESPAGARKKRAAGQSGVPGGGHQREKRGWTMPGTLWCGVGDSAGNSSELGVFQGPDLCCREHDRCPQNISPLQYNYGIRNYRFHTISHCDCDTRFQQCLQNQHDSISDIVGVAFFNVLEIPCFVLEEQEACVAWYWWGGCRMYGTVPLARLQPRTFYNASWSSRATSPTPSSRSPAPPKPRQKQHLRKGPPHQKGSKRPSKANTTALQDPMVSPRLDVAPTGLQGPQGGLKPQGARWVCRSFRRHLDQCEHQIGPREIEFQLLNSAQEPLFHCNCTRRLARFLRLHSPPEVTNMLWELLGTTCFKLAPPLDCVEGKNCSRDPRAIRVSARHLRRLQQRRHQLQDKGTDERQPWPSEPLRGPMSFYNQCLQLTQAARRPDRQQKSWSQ
DAX1 inh-2 – inhibitors of human orphan nuclear receptor DAX1 (NR0B1) | P51843 | HEK293 Gal4-DAX1 luciferase reporter, luminescence | inhibition, % at 6.75 µM | 340,000 compounds, 0.99% hits | AID 504766;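 active = inhibition above the mean over all tested compounds plus 3 SD, cut at about 4.2% in these data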;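 note: 0% = DAX1-transfected cells with DMSO and 100% = empty-vector control cells with DMSO; inhibition shows as a rise in luminescence from relieved DAX1 repression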
Target sequence (P51843 207-470 limits assumed): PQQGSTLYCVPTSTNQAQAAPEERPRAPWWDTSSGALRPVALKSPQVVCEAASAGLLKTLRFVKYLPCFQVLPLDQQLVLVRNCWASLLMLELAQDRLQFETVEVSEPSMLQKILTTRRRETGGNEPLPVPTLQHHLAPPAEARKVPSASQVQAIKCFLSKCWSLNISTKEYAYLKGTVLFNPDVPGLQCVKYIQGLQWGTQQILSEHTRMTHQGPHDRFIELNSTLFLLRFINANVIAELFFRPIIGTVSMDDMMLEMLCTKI
hcDAF12 agonist – activates DAF-12 receptor from parasite H. contortus; AID 652067; activation, % at 6.8 µM; 370,000 compounds, 1.4% hits; HEK293 hcDAF-12 lit1-tk-luc reporter, luminescence; 0% DMSO, 100% Δ7-dafachronic acid;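 active = activation above the mean of all tested compounds plus 3 SD, cut at about 5.5% in these data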;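 note: 100% = response to 3 µM Δ7-dafachronic acid high control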
SMARCA2 act – increases SMARCA2 function in MMTV reporter cells; activation, % at 9.1 µM; MG213 cells, MMTV-luciferase reporter, dexamethasone, overnight; AID 652017; 370,000 compounds, 1% hits; in the data active = activation above about 7.8%;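 note: 0% = vehicle wells and 100% = reference activator wells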
FXN GAA850 act – increases GAA850 frataxin promoter reporter activity; HEK293 lucGAA850 FXN promoter luciferase reporter, 24 h; percent of 10 µM SAHA response; activation, % at 6 µM; 360,000 compounds, 0.56% hits;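 active = activation above the average of all compounds screened plus 3 SD, cutoff fixed separately per campaign, cut at about 7.5% in these data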;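 note: 0% = DMSO wells and 100% = 10 µM SAHA wells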
PG9 Ab binder – small molecules binding HIV-1 gp120 antibody PG9; TR-FRET gp120-PG9 antibody binding; inhibition, % at 6.7 µM; 360,000 compounds, 0.43% hits; in the data active = inhibition above about 8.5%
hgDAF12 agonist – activates the H. glycines DAF-12 receptor ligand-binding domain | 370,000 compounds, 1.8% hits | HEK293 GAL4-hgDAF12 UAS-luciferase reporter, agonist luminescence; normalized to butyrate control | activation, % at 6.8 µM;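 active = activation above a cutoff set at the mean of all screened compounds plus 3 SD, cut at about 10% in these data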;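 note: 0% = DMSO wells and 100% = sodium butyrate wells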
NR1D1 modulator – modulators of human Rev-erb alpha DNA binding | P20393 | Rev-erbα–FITC-DNA binding, fluorescence polarization, 90 min | activity, % at 10 µM | 370,000 compounds, 0.79% hits;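 active = activity above about 14%, limit read from the data; passing the limit was not always enough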;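 note: 0% = DMSO wells with 35 nM protein and 100% = DMSO wells with 750 nM protein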
ssDAF12 agonist – S. stercoralis DAF-12 activation, primary screen | activation, % at 6.8 µM | HEK293 ssDAF-12/GRIP1 lit1-tk-luc reporter, luminescence; % of 3 µM dafachronic acid response | 370,000 compounds, 1% hits | AID 652126;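 active = activation above the mean over all tested compounds plus 3 SD, cut at about 0.9% in these data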;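 note: 0% = DMSO-only wells and 100% = 3 µM delta7-dafachronic acid wells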
* marks the source's active call; other numbers are inactive results; i = inactive; x = not tested or not shown.

Results follow in this order: PLC-beta3 inh, DAX1 inh-1, HGIII-sPLA2 inh, DAX1 inh-2, hcDAF12 agonist, SMARCA2 act, FXN GAA850 act, PG9 Ab binder, hgDAF12 agonist, NR1D1 modulator, ssDAF12 agonist
> Cc1ccc(NC(=O)C2CCN(S(=O)(=O)c3ccc(F)cc3)CC2)cc1
    6, -0.4, -6, -0.3, -1.8, -2, 1.9, 0.6, -3.7, 0, -1.2
> N#Cc1c(SCC(=O)Nc2cccc(C(F)(F)F)c2)sc2c(O)cc(=O)[nH]c12
    -32, 0.1, 6, 0.9, 0.0, -3, -1.1, -2.7, 0.5, -6, -1.1
> O=C(NCc1ccc(Cl)s1)C1CCC(=O)N(CCc2ccccn2)C1 (stereo not given)
    -3, 0.0, -1, -0.1, -0.2, -3, -0.3, -0.1, -1.6, 1, -0.7
> CC(=O)NC1=NN(C(C)=O)C(C)(CCS(=O)(=O)c2ccc(Cl)c(Cl)c2)S1 (stereo not given)
    3, -0.5, -6, -1.0, 2.2, 5, -2.6, -3.2, -0.9, -1, -0.7
> CCCCNC(=O)N1CCN(C/C=C/c2ccccc2)CC1
    3, 0.1, -10, 1.6, -2.5, 0, -0.4, -3.8, -3.8, 1, -0.1
> Cc1ccc(NC(=O)COc2cccc(C)c2C)cc1S(=O)(=O)N1CCCCCC1
    -5, -2.7, -11, -0.8, -1.2, -3, 0.1, -0.3, -2.4, 0, -1.2
> O=C(Nc1ccccc1NC(=O)c1ccccc1Cl)c1ccccc1Cl
    -8, -0.7, 10, 0.1, -1.1, -2, 1.0, -0.9, -2.4, 4, -1.5
> O=C1c2ccccc2C(=O)N1CCN1CCOCC1
    -4, 0.6, 8, 1.4, -1.7, 0, 1.4, -0.1, -2.3, -1, -1.0
> Cc1ccnc(N2C(=O)c3cccc4c([N+](=O)[O-])ccc(c34)C2=O)c1
    i, -0.6, 11, -1.3, 1.3, 9.9*, -2.2, 0.3, -1.1, x, -0.8
> COC(=O)CSc1nc(NC(C)C)nc(N(C)C)n1
    -3, -0.4, -4, 0.5, -1.4, 3, 0.3, 0.1, 1.2, -4, -1.7
> COc1ccccc1C1NC(=O)NC(C)=C1C(C)=O (stereo not given)
    2, 0.2, 2, 1.2, -0.9, 1, -2.4, 0.0, 0.0, 0, -1.2
> CCOCCCNC(=S)N1CCC(NC(=O)C2CCCCC2)CC1
    -6, -0.2, 8, -0.4, -1.4, -3, 2.0, -0.8, -1.4, 4, -1.0
> O=C(c1ccco1)N1CCN(Cc2cccnc2)CC1
    1, 1.6, 7, -0.2, 0.6, 0, 0.7, 0.6, 1.2, -3, -0.9
> CC(C)NC(=O)N(C)C[C@@H]1OCc2ccccc2-c2c(n(C)c3ccccc23)C(=O)N([C@@H](C)CO)C[C@@H]1C
    0, 0.1, 2, -0.9, -0.4, -3, 4.6, -1.1, 0.0, -7, -0.5
> Cc1ccc(S(=O)(=O)N[C@H](C(=O)N2CCC(C(=O)NCC(=O)O)CC2)C(C)C)cc1
    6, -0.1, -2, 0.2, -0.8, 2, 0.0, -1.0, 1.9, -2, -0.5
> COc1ccc(NC(=O)C2CC(=O)OC23CCOC(C)(C)C3)cc1 (stereo not given)
    2, -0.6, 6, 0.0, -2.4, 5, 0.5, -0.4, 1.2, 0, -1.3
> COCCN(CC(=O)Nc1cccc(C)c1C)C(=O)CN1C(=O)NC2(CCCCC2)C1=O
    -8, 1.8, 12, 1.8, -0.9, -2, 0.2, -0.5, 3.2, 8, -1.2
> CC(C)(C)OC(=O)NCc1ccc(NC(=O)c2nc[nH]c2C(=O)N[C@@H](Cc2ccccc2)C(=O)OC(C)(C)C)cc1
    3, -0.7, -11, -1.9, -1.9, 0, 0.7, 0.2, -0.2, 4, -0.8
> O=S(=O)(c1ccccc1)N1CCN(C2CCCCCCC2)CC1
    -4, -0.5, -1, 0.9, 0.2, 0, -0.4, 1.2, 1.2, -1, -0.9
> CCOC(=O)N1CCN(C(=O)COc2cc(=O)n(CC)c3ccccc23)CC1
    3, -0.4, -1, 8.2*, -0.9, -1, -2.8, -2.9, -0.5, -1, -1.5

Arranged by formula weight (smallest number first): 4 of the compounds above.
Results follow in this order: PLC-beta3 inh, DAX1 inh-1, HGIII-sPLA2 inh, DAX1 inh-2, hcDAF12 agonist, SMARCA2 act, FXN GAA850 act, PG9 Ab binder, hgDAF12 agonist, NR1D1 modulator, ssDAF12 agonist
> O=C(c1ccco1)N1CCN(Cc2cccnc2)CC1
    1, 1.6, 7, -0.2, 0.6, 0, 0.7, 0.6, 1.2, -3, -0.9
> CCOCCCNC(=S)N1CCC(NC(=O)C2CCCCC2)CC1
    -6, -0.2, 8, -0.4, -1.4, -3, 2.0, -0.8, -1.4, 4, -1.0
> CCOC(=O)N1CCN(C(=O)COc2cc(=O)n(CC)c3ccccc23)CC1
    3, -0.4, -1, 8.2*, -0.9, -1, -2.8, -2.9, -0.5, -1, -1.5
> CC(C)NC(=O)N(C)C[C@@H]1OCc2ccccc2-c2c(n(C)c3ccccc23)C(=O)N([C@@H](C)CO)C[C@@H]1C
    0, 0.1, 2, -0.9, -0.4, -3, 4.6, -1.1, 0.0, -7, -0.5

Continued.
Results follow in this order: PLC-beta3 inh, DAX1 inh-1, HGIII-sPLA2 inh, DAX1 inh-2, hcDAF12 agonist, SMARCA2 act, FXN GAA850 act, PG9 Ab binder, hgDAF12 agonist, NR1D1 modulator, ssDAF12 agonist
> CCOC(=O)N/N=C/c1ccccc1OCc1ccc(Cl)cc1
    2, -0.2, 6, -0.5, -2.6, -1, 5.3, -2.2, 5.8, 1, -1.1
> COc1ccc(N(CC(=O)NCc2ccc(F)cc2)C(=O)CCC(=O)Nc2nccs2)cc1
    -3, 0.2, 4, -0.3, 0.0, -3, -2.9, -3.6, 1.4, -3, -0.5
> CCn1c(SCC(=O)Nc2cc(C)on2)nnc1-c1ccc(S(=O)(=O)N2CCCC2)cc1
    2, -0.1, 0, 1.0, -1.2, -2, -0.7, -0.1, -0.1, 4, -1.5
> O=C(CN(C(=O)CCC(=O)Nc1nccs1)c1ccc(F)cc1)NCc1ccc(F)cc1
    -9, 0.4, 13, -0.5, 1.3, -1, -1.6, -0.8, 0.4, -3, -0.2
> Cc1ccc(S(=O)(=O)/C=C/c2ccccc2)cc1
    -4, -1.0, -2, -0.1, 0.1, -3, -0.2, -0.2, 0.0, -8, -1.3
> O=c1[nH]c2ccc(S(=O)(=O)N3CCCCC3)cc2o1
    2, -0.8, -14, -0.3, 2.4, 0, 1.9, 1.4, 0.5, 3, -0.2
> CC(=O)Nc1ccc(S(=O)(=O)NCCCCNS(=O)(=O)c2ccc(NC(C)=O)cc2)cc1
    1, 0.2, -1, -1.3, -0.8, -1, -0.4, -1.7, 1.8, 0, -0.5
> COc1ccc(NC(=O)Nc2cccc3ccccc23)cc1OC
    -27, 2.2, 6, -0.3, -1.4, 0, 1.3, -0.9, -0.9, -9, -0.9
> O=C(NC(=S)Nc1nc2c(s1)CCCC2)c1ccccc1
    1, 2.0, 6, 1.5, 12*, 3, 6.1, -0.8, 11*, -4, 1.0*
> CCCC(=O)Nc1sc(Cc2ccccc2)c(C)c1C(N)=O
    -8, -0.7, 0, -0.1, -1.4, -4, -0.1, 1.4, 5.8, -1, -0.9
> COc1ccc(Cl)cc1NC(=O)CN(C)C(=O)CN1C(=O)NC2(CCCC2)C1=O
    -8, 0.5, 15, 0.5, 0.4, -2, 1.6, 0.8, 1.9, -6, -1.2
> CCOC(=O)c1ccc(S(=O)(=O)N2CCN(C(=O)c3cc4ccccc4o3)CC2)cc1
    3, -1.4, -1, 1.6, -1.0, -2, -0.4, 1.1, -0.2, 2, -1.1
> CC1=C(C(=O)Nc2ccc(C)cn2)C(c2cnn(C)c2)C2=C(CCCC2=O)N1 (stereo not given)
    -151, -0.4, -2, -1.4, -0.2, -2, -5.7, -1.6, -2.4, 2, -0.3
> CC(C)C(C)N(Cc1ccc(C(=O)O)cc1)C(=O)c1ccc2ccccc2n1 (stereo not given)
    -8, -0.4, 1, 3.1, 0.2, -2, 1.4, -0.2, -0.3, -4, -0.8
> CCOP(=O)(OCC)C(Nc1ccc(OC)cc1)c1ccco1 (stereo not given)
    4, -0.6, 4, 2.1, 0.1, 3, 0.0, -0.9, 2.8, 1, -1.6
> CCC(SC1=Nc2ccccc2C2=NC(CC(C)C)C(=O)N12)C(=O)Nc1ccc2c(c1)OCO2 (stereo not given)
    -3, -0.4, -15, -1.1, -2.1, -1, -3.7, 0.0, -0.7, 3, -1.4
> Cc1cc(Cl)nc(-c2ccccc2)n1
    -1, 0.7, 7, 3.5, 1.0, -3, 1.3, 0.5, 3.0, 4, -1.7
> CN(C)C(CNC(=O)c1cc(Br)c(Br)s1)c1ccco1 (stereo not given)
    -1, 0.6, -1, -0.2, -1.9, -3, 0.5, -0.7, -1.6, 4, -1.4
> C#Cc1cccc(C(=O)N2CCCC(CCC(=O)NCc3ccccc3F)C2)c1 (stereo not given)
    -10, -0.8, 1, 0.0, -0.1, -2, 4.1, 0.5, 2.1, -3, -1.3
> COc1cc2c(cc1[N+](=O)[O-])n(C(C)C)c(=O)n2C(C)C
    1, -0.1, 1, 5.5*, -2.3, 4, 7.3, -2.4, -3.8, 5, -0.9
> COc1ccc2c(c1)C(c1cccs1)=NNC(c1cccnc1)=N2
    -2, -0.2, -1, 1.7, -1.6, -2, 1.7, -1.7, 1.0, 5, -1.4
> O=S(=O)(Nc1ncn[nH]1)c1ccc(Cl)cc1
    3, -0.3, 0, 1.4, -1.9, -2, 2.5, 0.9, -0.5, 2, -1.4
> O=C(Cc1ccc(NS(=O)(=O)c2ccc(F)cc2)cc1)NCc1ccccc1
    -1, -1.0, -10, -0.4, -1.7, -1, -1.1, -0.1, -0.5, -5, -1.2
> COc1ccccc1CNC(=O)c1cc(C2CC2)nc2c1cnn2C(C)C
    -22, -0.5, 3, 0.3, -0.7, -3, 0.7, -1.9, -0.3, 8, -1.6
> O=C(NC1=NCCS1)c1ccc(Cl)c(S(=O)(=O)N2CCCCC2)c1
    1, -0.3, -8, -0.3, -2.1, -6, 0.0, 1.3, -1.1, 1, -0.7

Compound activity: PubChem BioAssay, several laboratories
